GSTO1 counter – blocks human GSTO1 in RBBP9 counter-screen; recombinant GSTO1, activity-based probe fluorescence polarization; P78417; 300,000 tested, 1.1% active; inhibition, % at 5.96 µM;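 active = inhibition above the campaign mean inhibition plus 3 SD, cut at about 35% in these data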;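 also: 0% = GSTO1-1 with DMSO and 100% = wells lacking GSTO1-1 enzyme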
PAFAH1B2 FP inh – PAFAH1B2 (human) inhibition. P68402. recombinant PAFAH1B2, FP-rhodamine activity probe, fluorescence polarization. 340,000 tested, 1.2% active. inhibition, % at 3.39 µM;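 active = inhibition above the mean of all tested compounds plus 3 SD, cut at about 24% in these data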;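 also: 0% = enzyme with DMSO and 100% = wells lacking PAFAH1B2; many of its hits are not listed in these tables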
PREPL inh – inhibits the human prolyl oligopeptidase-like enzyme | Q4J6C6 | recombinant PREPL, fluorescence polarization activity-based probe | inhibition, % at 5.96 µM | 320,000 tested, 0.68% active; in the data active = inhibition above about 43%;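 also: 0% = enzyme with DMSO and 100% = wells lacking enzyme; many of its hits are not listed in these tables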
Target sequence (Q4J6C6 whole entry, looked up): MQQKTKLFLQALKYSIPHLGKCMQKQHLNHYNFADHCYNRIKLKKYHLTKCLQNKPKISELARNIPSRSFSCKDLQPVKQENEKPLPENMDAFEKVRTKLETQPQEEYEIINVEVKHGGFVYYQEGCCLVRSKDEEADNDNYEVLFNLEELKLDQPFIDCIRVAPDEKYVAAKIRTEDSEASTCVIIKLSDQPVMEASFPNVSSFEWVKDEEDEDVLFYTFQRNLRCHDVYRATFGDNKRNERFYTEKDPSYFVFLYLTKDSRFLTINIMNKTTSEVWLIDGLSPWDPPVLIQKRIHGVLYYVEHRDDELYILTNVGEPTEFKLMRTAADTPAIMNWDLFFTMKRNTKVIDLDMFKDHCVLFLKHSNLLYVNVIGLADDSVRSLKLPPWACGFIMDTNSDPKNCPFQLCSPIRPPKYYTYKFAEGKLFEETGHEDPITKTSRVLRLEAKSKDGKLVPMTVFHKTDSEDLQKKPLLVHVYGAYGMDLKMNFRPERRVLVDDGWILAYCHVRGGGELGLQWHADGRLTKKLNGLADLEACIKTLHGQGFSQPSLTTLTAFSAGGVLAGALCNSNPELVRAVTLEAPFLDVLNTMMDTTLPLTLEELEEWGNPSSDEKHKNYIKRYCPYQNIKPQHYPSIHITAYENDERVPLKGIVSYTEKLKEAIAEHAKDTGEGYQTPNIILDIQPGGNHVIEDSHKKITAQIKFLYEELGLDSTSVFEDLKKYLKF
PAFAH1B3 inh – PAFAH1B3 (human) inhibition; recombinant PAFAH1B3, FP-rhodamine probe, fluorescence polarization; inhibition, % at 3.39 µM; Q15102; 340,000 tested, 0.28% active;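 active = inhibition above the screen-wide average of all tested compounds plus 3 SD, cut at about 25% in these data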;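 also: 0% = enzyme with DMSO only and 100% = wells lacking PAFAH1B3 protein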
Target sequence (Q15102 whole entry, looked up): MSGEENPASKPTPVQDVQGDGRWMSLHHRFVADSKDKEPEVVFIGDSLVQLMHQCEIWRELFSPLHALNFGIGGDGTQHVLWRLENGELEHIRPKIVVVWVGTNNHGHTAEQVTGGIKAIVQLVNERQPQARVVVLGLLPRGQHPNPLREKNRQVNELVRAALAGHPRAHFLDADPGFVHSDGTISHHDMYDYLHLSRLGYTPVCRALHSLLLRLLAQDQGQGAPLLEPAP
PAD4 FP inh – PAD4 (human) enzyme inhibition | inhibition, % at 6.36 µM | recombinant PAD4, RCA probe fluorescence polarization | 330,000 tested, 0.41% active;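 active = percent inhibition above a cutoff equal to the mean of all tested compounds plus 3 SD, cut at about 15% in these data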;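 also: 0% = PAD4 with RCA probe and DMSO and 100% = probe without PAD4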
PAFAH2 inh – inhibitors of human PAFAH2; Q99487; recombinant PAFAH2, FP-rhodamine activity probe, fluorescence polarization; inhibition, % at 3.39 µM; 340,000 tested, 0.99% active; AID 492956;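 active = inhibition above the mean over all tested compounds plus 3 SD, cut at about 30% in these data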;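 also: inhibitors block probe labeling of enzyme so polarization drops; 0% = enzyme with DMSO and 100% = wells lacking PAFAH2 protein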
pPAFAH FP inh – inhibitors of human plasma PAF acetylhydrolase (pPAFAH); Q13093; 330,000 tested, 1.5% active; recombinant pPAFAH, FP-rhodamine probe fluorescence polarization; inhibition, % at 3.39 µM;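 active = inhibition above the mean inhibition across the screen plus 3 SD, cut at about 25% in these data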;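 also: inhibitors block binding of the rhodamine activity-based probe so polarization drops; 0% = enzyme with DMSO and 100% = wells lacking pPAFAH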
LYPLA2 inh – LYPLA2 (human) inhibition in PME1 counter-screen. O95372. inhibition, % at 5.9 µM. AID 2177. 320,000 tested, 0.38% active. recombinant LYPLA2, FP-Rh probe fluorescence polarization;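 active = inhibition above the screen-wide mean plus 3 SD, limit set per campaign, cut at about 26% in these data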;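 also: 0% = LYPLA2 with DMSO and 100% = wells lacking LYPLA2 enzyme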
LYPLA1 inh – blocks human lysophospholipase 1, a PME1 counter-screen; O75608; recombinant LYPLA1, FP-Rh probe fluorescence polarization; inhibition, % at 5.9 µM; 320,000 tested, 0.16% active;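 active = inhibition above the mean of all tested compounds plus 3 SD, set per campaign, cut at about 14% in these data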;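 also: inhibitors block serine hydrolase probe labeling of LYPLA1 so polarization falls; 0% = enzyme with DMSO and 100% = wells lacking LYPLA1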
* = called active by the depositor; / = not tested or not shown; & = joins results of further samples. An excerpt; the hit share may differ from the screen's.

Field names – A = GSTO1 counter; B = PAFAH1B2 FP inh; C = PREPL inh; D = PAFAH1B3 inh; E = PAD4 FP inh; F = PAFAH2 inh; G = pPAFAH FP inh; H = LYPLA2 inh; I = LYPLA1 inh
> COc1ccccc1OCc1cc(C(=O)N2CCCC(OCc3cccnc3)C2)no1 (configuration not stated)
  A: -1; B: 4; C: 6; D: 2; E: 2; F: -9; G: 5; H: 3; I: -1

> O=C(COC(=O)c1cnc(Cl)c(Cl)c1)NC1CC1
  A: /; B: 8; C: 10; D: 10; E: -1; F: 3; G: 4; H: /; I: /

> COc1ccc(C(=O)/C=C/Nc2ccc(S(=O)(=O)Nc3ncccn3)cc2)cc1
  A: 5; B: /; C: 15; D: /; E: -11; F: /; G: -1; H: -9; I: 0

> CCOc1cc(NC(=O)c2cccs2)c(OCC)cc1NC(=O)CCC(=O)NCc1ccccn1
  A: -3; B: /; C: 1; D: /; E: 6; F: /; G: 3; H: 1; I: 2

> COc1ccc(-c2ccc(C#N)c(OC)n2)cc1
  A: 5; B: /; C: -30; D: /; E: -5; F: /; G: 2; H: 6; I: -2

> S=C(Nc1ccc(Nc2ccccc2)cc1)NN1CCOCC1
  A: 7; B: -3; C: 18; D: 8; E: -2; F: 3; G: 4; H: -9; I: -4

> Cc1nc2nc(C)c(CCC(=O)O)c(C)n2n1
  A: 3; B: 3; C: 9; D: 14; E: -6; F: 5; G: 6; H: -8; I: -1

> O=C(N/C=C/c1ccccc1)Nc1ccc(Cl)cc1
  A: -21; B: 4; C: -7; D: 1; E: -2; F: 1; G: -31; H: -78; I: -29

> Nc1ccc(S(=O)(=O)O)cn1
  A: 5&9&-5; B: 6&0&-2; C: -7&7&-3; D: 2&3&3; E: 0&3&-4; F: -1&4&-1; G: 1&3&0; H: 5&4&-3; I: 0&1&-2

> CCOC(=O)c1ccc(NC(=S)NC(=O)c2cncc(Br)c2)cc1
  A: 8; B: 3; C: 0; D: -4; E: 3; F: 1; G: -4; H: 3; I: 2

> O=C(NCc1cccs1)c1cc(-c2ccncc2)nc2ccc(Br)cc12
  A: -5; B: /; C: -32; D: /; E: 3; F: /; G: 1; H: -7; I: -14

> S=C(Nc1ccc(Br)cc1)N1CCN(c2ccccn2)CC1
  A: 2; B: -2; C: -6; D: 1; E: -1; F: -4; G: 1; H: 2; I: 1

> Cc1ccc2c(C)c(C(=O)N(Cc3ccc(F)cc3)C3CCS(=O)(=O)C3)oc2c1 (configuration not stated)
  A: -8; B: 4; C: 4; D: 3; E: 4; F: -4; G: 15; H: 1; I: -6

> COc1ccc(/C=N/NC(=O)c2nnn(-c3nonc3N)c2-c2cccs2)c(OC)c1
  A: -1; B: 0; C: 1; D: 18; E: 0; F: 2; G: -1; H: -7; I: -2

> COC(=O)[C@@H]1CCCN1Cc1c(C(=O)N2CCOCC2)nc2c(C)cccn12
  A: -3; B: -1; C: 19; D: 3; E: 0; F: 2; G: 2; H: 1; I: 0

> COCCNc1nnc(Cc2ccccc2)c(=O)[nH]1
  A: 3; B: 3; C: 2; D: -3; E: -2; F: 0; G: 4; H: -4; I: -1

> COc1cc(/C=C2\SC(=N)N(c3ccc4c(c3)OCO4)C2=O)cc(OC)c1O
  A: 5; B: -1; C: 17; D: -1; E: -3; F: -8; G: 10; H: -15; I: -11

> Cc1ccccc1S(=O)(=O)Cc1ccc(C(=O)N2CCN(c3ccc(F)cc3)CC2)o1
  A: 6; B: 9; C: 9; D: 7; E: 2; F: -2; G: 9; H: 7; I: 0

> Cc1ccc(CCNC(=O)C2CC(=O)N(C3CCCCC3)C2)cc1 (configuration not stated)
  A: -5; B: 9; C: -1; D: -2; E: 0; F: -3; G: 2; H: -1; I: 2

> N#Cc1cc2c(nc1SC1CC(=O)N(c3ccccc3)C1=O)CCC2 (configuration not stated)
  A: 2; B: 2; C: -2; D: 12; E: -4; F: 9; G: -1; H: 0; I: -2

> O=C(NNC(=O)C12CC3CC(CC(C3)C1)C2)c1csc(N2CCOCC2)n1
  A: 2; B: 18; C: 0; D: 9; E: -6; F: 23; G: -3; H: -1; I: 0

> CCN(CC)C(=O)c1ccc(S(=O)(=O)c2ccccc2)cc1
  A: -4; B: 2; C: 8; D: 8; E: 0; F: 5; G: 3; H: 5; I: 1

> O=C1CCCc2ccccc2N1
  A: 0; B: 0; C: 11; D: -6; E: -8; F: -2; G: -1; H: -1; I: -3

> CSc1nc2ncc(C(=O)O)c(N)n2n1
  A: 2; B: 3; C: -6; D: 7; E: 2; F: 3; G: -4; H: 5; I: -1

> O=C(c1ccc(=O)oc1)N1CCCc2ccccc21
  A: 13; B: 12; C: 2; D: 10; E: 0; F: 40*; G: 25*; H: -3; I: 4

Part of the list above in order of length of the SMILES, highest first:
Field names – A = GSTO1 counter; B = PAFAH1B2 FP inh; C = PREPL inh; D = PAFAH1B3 inh; E = PAD4 FP inh; F = PAFAH2 inh; G = pPAFAH FP inh; H = LYPLA2 inh; I = LYPLA1 inh
> Cc1ccccc1S(=O)(=O)Cc1ccc(C(=O)N2CCN(c3ccc(F)cc3)CC2)o1
  A: 6; B: 9; C: 9; D: 7; E: 2; F: -2; G: 9; H: 7; I: 0

> COc1ccc(/C=N/NC(=O)c2nnn(-c3nonc3N)c2-c2cccs2)c(OC)c1
  A: -1; B: 0; C: 1; D: 18; E: 0; F: 2; G: -1; H: -7; I: -2

> CCOC(=O)c1ccc(NC(=S)NC(=O)c2cncc(Br)c2)cc1
  A: 8; B: 3; C: 0; D: -4; E: 3; F: 1; G: -4; H: 3; I: 2

> O=C(N/C=C/c1ccccc1)Nc1ccc(Cl)cc1
  A: -21; B: 4; C: -7; D: 1; E: -2; F: 1; G: -31; H: -78; I: -29

> Cc1nc2nc(C)c(CCC(=O)O)c(C)n2n1
  A: 3; B: 3; C: 9; D: 14; E: -6; F: 5; G: 6; H: -8; I: -1

The listing continues:
Field names – A = GSTO1 counter; B = PAFAH1B2 FP inh; C = PREPL inh; D = PAFAH1B3 inh; E = PAD4 FP inh; F = PAFAH2 inh; G = pPAFAH FP inh; H = LYPLA2 inh; I = LYPLA1 inh
> CC(=O)O[C@H]1C2OC(=O)C(C)=C2[C@@H]2OC(=O)[C@]3(CCC4OC41C)OC23 (some centres not stated)
  A: 3; B: 11; C: 2; D: -3; E: 1; F: -1; G: -1; H: 2; I: 2

> CCCCNS(=O)(=O)c1ccc2nc(-c3cccnc3)cc(C(=O)NC(C)CC)c2c1 (configuration not stated)
  A: 3; B: 1; C: 10; D: 9; E: 2; F: -1; G: 5; H: 0; I: 0

> O=C(Nc1ccccc1O)c1cc2cc(Br)ccc2oc1=O
  A: 7; B: 0; C: 16; D: -5; E: -5; F: -5; G: -9; H: -6; I: 0

> COc1ccc(Cc2nnc(NC(=O)C3CC(=O)N(CCc4ccc(F)cc4)C3)s2)cc1OC (configuration not stated)
  A: 2; B: 1; C: -12; D: 8; E: -2; F: 23; G: 5; H: -3; I: -2

> CCCn1c(C(C)NC(=O)c2ccccc2)n[nH]c1=S (configuration not stated)
  A: -4; B: 4; C: -6; D: 1; E: 9; F: 0; G: 5; H: -3; I: 1

> Cc1ccccc1-c1nc(CN2CCC(C(=O)NCCN3CCOCC3)CC2)c(C)o1
  A: 0; B: 1; C: 16; D: 8; E: -2; F: 3; G: 6; H: -9; I: 0

> COc1ccc2c(c1)c1ncn(Cc3ccco3)c(=O)c1n2C
  A: 4; B: 3; C: -2; D: 7; E: -7; F: 8; G: 6; H: -2; I: 0

> O=C(N1CCCCC1)C1(S(=O)(=O)c2ccccc2)CC=CC1
  A: -3; B: -2; C: -15; D: 8; E: -2; F: 1; G: 1; H: 2; I: 3

> Cc1cc(OC(=O)C2CC2)c([N+](=O)[O-])c(=O)[nH]1
  A: 2; B: 3; C: 5; D: 12; E: -6; F: 8; G: -4; H: -3; I: -2

> CCCc1nnc(NC(=O)CSc2ncn[nH]2)s1
  A: 0; B: 8; C: 2; D: 6; E: -1; F: 9; G: 4; H: -2; I: -2

> CCN(CC)S(=O)(=O)c1cccc(C(=O)NN2Cc3ccccc3C2=N)c1
  A: 0; B: -1; C: -6; D: 6; E: 5; F: 2; G: -1; H: -4; I: -7

> CS(=O)(=O)N(CC(=O)N1CCN(c2ccccc2F)CC1)c1cc(C(F)(F)F)ccc1Cl
  A: 4; B: -3; C: -2; D: 5; E: -2; F: 2; G: 3; H: 3; I: 4

> C=CCC(C(=O)Oc1c(C(C)(C)C)cc(C)cc1C(C)(C)C)c1ccccc1 (configuration not stated)
  A: /; B: 8; C: 7; D: 13; E: 1; F: 3; G: 7; H: 1; I: 5

> CC(C)OC(=O)C1C(=O)CC(C)(O)C(C(=O)OC(C)C)C1c1ccc([N+](=O)[O-])cc1 (configuration not stated)
  A: 6; B: 6; C: 2; D: 8; E: -2; F: 0; G: 2; H: 3; I: -1

> O=S(=O)(c1ccccc1)c1nc(Nc2ccccc2N2CCOCC2)sc1Cl
  A: 2; B: 8; C: 28; D: 10; E: 4; F: 11; G: 18; H: -3; I: -3

> O=C(NCc1cccs1)c1cc2c(s1)CS(=O)(=O)C2
  A: -3; B: 5; C: 18; D: -2; E: 0; F: 1; G: 1; H: 2; I: 4

> COc1ccc(NC(=S)N(CCN(C)C)C(C)c2ccco2)cc1 (configuration not stated)
  A: 0; B: 2; C: -1; D: 7; E: 2; F: -1; G: 0; H: 4; I: 1

> COCCNc1nnc(SC(C)C(=O)Nc2c(C)n(C)n(-c3ccccc3)c2=O)s1 (configuration not stated)
  A: 2; B: 3; C: -3; D: -9; E: 1; F: 6; G: -1; H: 2; I: -1

> COc1cc(OC)cc(C(=O)NCc2n[nH]c(=S)n2-c2ccccc2OC)c1
  A: 7; B: 8; C: 8; D: 8; E: 2; F: 3; G: 6; H: 7; I: 0

> COc1cc(C(=O)Oc2c(OC)cc(C(=S)N3CCOCC3)cc2OC)cc(OC)c1OC
  A: 4; B: 3; C: -8; D: 4; E: -1; F: -2; G: -2; H: -1; I: 3

> CC(=O)NCCc1c(C)n(Cc2ccccc2)c2ccccc12
  A: 6; B: 3; C: 14; D: 2; E: -7; F: 2; G: -2; H: 3; I: 0

> CC(C)(C)C(=O)/C=c1\[nH]c(=O)/c(=C\c2ccc(C#N)cc2)s1
  A: -9; B: 11; C: 5; D: 7; E: -4; F: 16; G: -7; H: -10; I: -2

> COc1cc(OC)cc(C(=O)N2CCN(C(=O)c3ccc(-c4ccccc4)cc3)CC2)c1
  A: 1; B: 5; C: 9; D: 8; E: 3; F: -4; G: -2; H: 10; I: 3

> Cc1ccc(C2=NS(=O)(=O)N(C)C(C(=O)NCc3ccccc3)=C2)cc1
  A: 6; B: 5; C: -25; D: -2; E: 3; F: 4; G: 3; H: 4; I: 0

> O=C(NCC1CCCO1)C1CCCCN1S(=O)(=O)c1ccc(F)cc1 (configuration not stated)
  A: -4; B: -3; C: -2; D: -1; E: 0; F: -8; G: 4; H: 9; I: 2

Field names – A = GSTO1 counter; B = PAFAH1B2 FP inh; C = PREPL inh; D = PAFAH1B3 inh; E = PAD4 FP inh; F = PAFAH2 inh; G = pPAFAH FP inh; H = LYPLA2 inh; I = LYPLA1 inh
> CN(C)c1ccc(/C=N/NC(=O)c2ccccc2O)o1
  A: 21; B: 3; C: -1; D: 4; E: 1; F: 8; G: 7; H: 5; I: 0

> COc1sc(SC)cc1/C=N/NC(=O)c1ccncc1
  A: 4; B: 1; C: -4; D: 6; E: -1; F: 0; G: -2; H: 0; I: -1

> O=C(Cc1ccc(Br)cc1)NC1CCN(Cc2ccccc2)CC1
  A: -1; B: 2; C: 0; D: 8; E: 3; F: 14; G: 2; H: -5; I: -2

> CC1CCCC(NC(=O)c2cc(S(=O)(=O)N3CCOCC3)ccc2F)C1C (configuration not stated)
  A: -4; B: 13; C: 10; D: 7; E: 4; F: 9; G: -5; H: 0; I: 2
